Screening data (PubChem)
AMPAR-TARP mod: modulators of AMPA receptor GluA2-stargazin complexes; HEK293 GluA2+stargazin, membrane potential dye (FDSS), glutamate EC50; hits were called plate by plate, in both directions; AID 1259245; actives 3.5% (n = 40,000); calls only at 30 µM;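 active means any of four per-well response measures lying three or more SD from its plate-wide compound average, in either direction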
AMPAR-TARP mod agonism max-min: also measured in AMPAR-TARP mod; calls as there; compound max-min signal; compound-alone response (agonism);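 unitless range of fluorescence divided by baseline over first 100 seconds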
AMPAR-TARP mod glutamate slope: recorded beside AMPAR-TARP mod, whose call it bears; glutamate slope, % of max; measured here: glutamate response slope, % max;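 scaled per plate between vehicle wells and maximal 1 mM glutamate control wells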
Numbers without * were called inactive; i = inactive; + = active, no number. Not all compounds are listed; rates above refer to the full screens.

AMPAR-TARP mod glutamate slope	AMPAR-TARP mod	AMPAR-TARP mod agonism max-min	mol
47	i	0.083	Cc1cc(NC(=O)C2CCCN(S(=O)(=O)c3ccc(Cl)cc3)C2)n(C(C)C)n1 (configuration not stated)
45	i	0.055	CC(C)CN(CC(C)C)S(=O)(=O)CCNC(=O)c1ccccc1
21	i	0.053	Cn1c(=NC(=O)C2CCCN(S(C)(=O)=O)C2)sc2ccccc21 (configuration not stated)
66	i	0.097	CNC(=O)C(=O)Nc1ccc(N2CCCCS2(=O)=O)cc1
79	i	0.055	CCCNC(=O)Cn1nc2c(c1NC(=O)c1c(OCC)ccc3ccccc13)CSC2
37	i	0.037	O=C1NC(c2ccccc2)CO1 (configuration not stated)
60	i	0.13	Cc1ccccc1Cn1c(=O)c2c(nc3n(CCN4CCOCC4)c(C)c(C)n23)n(C)c1=O
40	i	0.073	Cc1ccc2c(CC(=O)NCC(C)C)cc(=O)oc2c1
56	i	0.1	COc1ccc(OC)c(NC(=O)C(=O)NCC2CCN(C)CC2)c1
55	i	0.075	CC(C)(C)n1ncc2c(=O)n(NC(=O)CC3CCCCC3)cnc21
64	i	0.078	CS(=O)(=O)N1CCCc2ccc(NS(=O)(=O)c3ccccc3)cc21
71	i	0.11	COc1ccc(NC(=O)Cn2nc3ccc(SCc4ccc(Cl)cc4)nn3c2=O)cc1Cl
58	i	0.066	CC(C)(C)c1csc(NC(=O)C2=COCCO2)n1
42	i	0.11	Cc1cccc(-c2n[nH]n3c2nc(=O)c2ccc(C(=O)N4CCN(c5ccc(F)cc5)CC4)cc23)c1
64	i	0.056	CCc1ccc(S(=O)(=O)Nc2ccc3c(c2)N(C(=O)c2cccs2)CC3)s1
50	i	0.075	COc1cccc(C(=O)Nc2ccc3c(c2)CCC(=O)N3CC(C)C)c1OC
24	i	0.033	CCn1ccnc1N1CCN(Cc2ccccc2F)CC1
60	i	0.12	Cc1ccsc1C(O)CNC(=O)c1ccc2c(c1)OCO2 (configuration not stated)
68	i	0.14	CC1CCN(S(=O)(=O)c2ccc(-c3nc(C#N)c(NCc4ccco4)o3)cc2)CC1
51	i	0.059	Cc1ccc(N2CCN(S(=O)(=O)c3ccccc3)CC2)cc1Cl
51	i	0.086	O=C(Cc1cc(-c2ccc(Cl)cc2)on1)NCc1c(F)cccc1F
52	i	0.05	CS(=O)(=O)NCCN1CCC(c2cccs2)CC1
31	i	0.052	COc1ccc2nc(-c3ccc(OC)c(NC(=O)c4cccc(C(F)(F)F)c4)c3)cn2n1
68	i	0.096	CC(C)c1cc(=O)[nH]c(-n2nc(C3CC3)cc2NC(=O)C(C)(C)C)n1
31	i	0.042	Cc1onc(-c2ccccc2Cl)c1C(=O)Nc1ccc(CC(=O)N2CCOCC2)cc1
60	i	0.068	C=CCn1c(SCC(=O)NCC2CCCO2)nc2scc(-c3ccc(F)cc3)c2c1=O (configuration not stated)
58	i	0.071	CC(C)S(=O)(=O)c1ccc(CC(=O)NCC2(O)CCCC2)cc1
77	i	0.079	Fc1ccccc1Nc1nc(=S)[nH]c2ccccc12
60	i	0.084	Cc1ccc(Cl)c2sc(NC(=O)Cc3ccc(S(C)(=O)=O)cc3)nc12
76	i	0.075	O=C(CCCc1ccccc1)Nn1cnc2c(cnn2-c2ccccc2)c1=O
61	i	0.087	COc1ccc(Cl)cc1NC(=O)C(=O)NCC1CCN(C(C)C)CC1
53	i	0.082	CS(=O)(=O)c1ccc(Nc2nc(CC(=O)Nc3cccnc3)cs2)cc1
51	i	0.057	CCOc1ccc(Cl)cc1S(=O)(=O)N1CCOCC1
67	i	0.11	COCc1c(C(=O)NCc2ccccc2OC)nnn1-c1cc(C)cc(C)c1
64	i	0.035	CCOc1ccccc1NC(=O)C1Oc2ccccc2OC1C (configuration not stated)
60	i	0.1	COc1ccc(-c2ccc(CCC(=O)NCc3ccco3)o2)cc1
53	i	0.097	Cn1nc(NC(=O)Cn2cnc3ccccc32)c2c1NC(=O)CC2c1cccs1 (configuration not stated)
59	i	0.055	CC1CN(C)CCN1CC1CCN(C(=O)/C=C/c2ccccc2)CC1 (configuration not stated)
49	i	0.052	CC(C)Oc1ccc(C(=O)NCCS(=O)(=O)N2CCN(Cc3ccccc3)CC2)cc1
66	i	0.13	Cc1cc(C(=O)Nc2nn(C)c3c2C(c2cccs2)CC(=O)N3)c(C)o1 (configuration not stated)
28	i	0.063	Cc1ccc(S(=O)(=O)c2c(C)nn(C(C)(C)C)c2OC(=O)c2ccccc2C(F)(F)F)cc1
46	i	0.057	CNC(=O)CSc1nnc(-c2cn(C)nc2OC)n1CCOC
67	i	0.087	COc1ccc(CCNC(=O)N2CCN(c3nc4c(F)cc(F)cc4s3)CC2)cc1
58	i	0.12	O=C(c1ccc2c(c1)OCO2)N1CCC(c2nnc(-c3ccco3)o2)CC1
50	i	0.075	COc1ccc(-c2ccc(=O)n(CCCC(=O)Nc3ccc(F)c(C(F)(F)F)c3)n2)cc1
52	i	0.079	CCOc1ccc(NC(=O)Cc2cc(-c3ccc(Cl)cc3)on2)cc1
35	i	0.046	O=C(c1ccc([N+](=O)[O-])cc1)c1cc2ccccc2o1
49	i	0.031	Cc1ccc(S(=O)(=O)N(C)CCCC(=O)NC(C)(C)CO)cc1
59	i	0.1	COc1ccc(S(=O)(=O)NCC(C)(O)CCSC)cc1F (configuration not stated)
61	i	0.11	O=c1c2cc(-c3cccs3)nn2ccn1Cc1nc(-c2ccc3c(c2)OCO3)no1

Further structures
AMPAR-TARP mod glutamate slope	AMPAR-TARP mod	AMPAR-TARP mod agonism max-min	mol
62	i	0.087	CCOC(=O)N1CCN(C(=O)c2nn(-c3ccc(F)cc3)cc2OCC)CC1
53	i	0.092	O=C(CN1N=NC2C(=O)N(c3ccc(F)c(Cl)c3)C(=O)C21)Nc1ccc2c(c1)OCCO2 (configuration not stated)
50	i	0.05	O=C(NCC(O)(c1cccs1)C1CC1)c1cc(Br)ccc1Cl (configuration not stated)
59	i	0.088	CCOc1ccccc1NC(=O)NCCNc1cc(-n2cccn2)ncn1
51	i	0.072	COC(=O)c1ccsc1NC(=O)CC1Nc2ccccc2NC1=O (configuration not stated)
55	i	0.064	COc1ccc(Cl)c(NC(=O)c2sc3nc(-c4cccnc4)ccc3c2N)c1
53	i	0.12	O=C1Cc2cc(NC(=O)C3(c4cccs4)CCCC3)cc3c2N1CCC3
51	i	0.12	COc1ccc(C2(CNC(=O)Nc3ccc(OC)c(OC)c3)CCCC2)cc1
44	i	0.093	CCN(CC)C(=O)Oc1ccc(C(=O)Nc2cccc3ccccc23)cc1
57	i	0.044	Cc1cc(C)cc(-n2ccnc(SCC(=O)Nc3ccc(C)c(C)c3)c2=O)c1
32	i	0.032	COC(=O)CCC(=O)NC(=S)Nc1ccc(S(=O)(=O)Nc2cc(C)on2)cc1
57	i	0.085	Cc1nn(-c2ccccc2)c2ncc(C(=O)Nc3ccccc3Cl)c(Cl)c12
69	i	0.074	CCCN(CCC)C(=O)Cn1c(C2CC(=O)N(Cc3ccc(F)cc3)C2)nc2ccccc21 (configuration not stated)
43	i	0.047	O=C(CSc1nc(=O)n(CCCO)c2c1CCCC2)NCc1ccc2c(c1)OCO2
37*	+	0.12*	COc1cc(C2NC(=O)NC(O)(C(F)(F)F)C2C(C)=O)ccc1OCc1ccccc1 (configuration not stated)
67	i	0.076	COc1ccc(S(=O)(=O)CCC(=O)Nc2nc3c(Cl)cccc3s2)cc1
49	i	0.11	O=C(Nc1ccc(SCCN2CCCCCC2)nn1)C1CC1
58	i	0.049	CCOc1cc(C(=O)NCC2CCN(C(=O)Nc3ccccc3OC)CC2)cc(OCC)c1OCC
51	i	0.094	CSc1cccc(NC(=O)Cn2nc(SC)c(-c3nc(-c4ccc5c(c4)OCO5)no3)c2N)c1
66	i	0.15	O=C(NCCS(=O)(=O)N1CCN(c2ccc(F)cc2)CC1)Nc1cccs1
69	i	0.14	Cc1ccc(Nc2cc(C)nc(Nc3ccc(NC(=O)c4ccc5c(c4)OCO5)cc3)n2)cc1
71	i	0.088	COc1cccc(CNC(=O)C(=O)NCCC2CCCCN2S(=O)(=O)c2ccc(F)c(C)c2)c1 (configuration not stated)
56	i	0.085	CCc1ccc(S(=O)(=O)Nc2ccc3c(c2)CCCN3C(=O)c2ccccc2)cc1
54	i	0.14	O=C(NCC1(O)CCCC1)Nc1cccc(C(F)(F)F)c1
67*	+	0.23*	Cc1nnsc1C(=O)Nc1ccc2c(c1)CC(=O)N2C

An excerpt of these results, with two lines to a compound.
Order of results: AMPAR-TARP mod glutamate slope | AMPAR-TARP mod | AMPAR-TARP mod agonism max-min
> COC(=O)c1ccsc1NC(=O)CC1Nc2ccccc2NC1=O (configuration not stated)
  51 | i | 0.072
> COc1ccc(Cl)c(NC(=O)c2sc3nc(-c4cccnc4)ccc3c2N)c1
  55 | i | 0.064
> O=C1Cc2cc(NC(=O)C3(c4cccs4)CCCC3)cc3c2N1CCC3
  53 | i | 0.12
> COc1ccc(C2(CNC(=O)Nc3ccc(OC)c(OC)c3)CCCC2)cc1
  51 | i | 0.12
> CCN(CC)C(=O)Oc1ccc(C(=O)Nc2cccc3ccccc23)cc1
  44 | i | 0.093
> Cc1cc(C)cc(-n2ccnc(SCC(=O)Nc3ccc(C)c(C)c3)c2=O)c1
  57 | i | 0.044
> COC(=O)CCC(=O)NC(=S)Nc1ccc(S(=O)(=O)Nc2cc(C)on2)cc1
  32 | i | 0.032
> Cc1nn(-c2ccccc2)c2ncc(C(=O)Nc3ccccc3Cl)c(Cl)c12
  57 | i | 0.085
> CCCN(CCC)C(=O)Cn1c(C2CC(=O)N(Cc3ccc(F)cc3)C2)nc2ccccc21 (configuration not stated)
  69 | i | 0.074
> O=C(CSc1nc(=O)n(CCCO)c2c1CCCC2)NCc1ccc2c(c1)OCO2
  43 | i | 0.047
> COc1cc(C2NC(=O)NC(O)(C(F)(F)F)C2C(C)=O)ccc1OCc1ccccc1 (configuration not stated)
  37* | + | 0.12*
> COc1ccc(S(=O)(=O)CCC(=O)Nc2nc3c(Cl)cccc3s2)cc1
  67 | i | 0.076
> O=C(Nc1ccc(SCCN2CCCCCC2)nn1)C1CC1
  49 | i | 0.11
> CCOc1cc(C(=O)NCC2CCN(C(=O)Nc3ccccc3OC)CC2)cc(OCC)c1OCC
  58 | i | 0.049
> CSc1cccc(NC(=O)Cn2nc(SC)c(-c3nc(-c4ccc5c(c4)OCO5)no3)c2N)c1
  51 | i | 0.094
> O=C(NCCS(=O)(=O)N1CCN(c2ccc(F)cc2)CC1)Nc1cccs1
  66 | i | 0.15

The listing continues:
AMPAR-TARP mod glutamate slope	AMPAR-TARP mod	AMPAR-TARP mod agonism max-min	mol
64	i	0.11	CC(CCc1ccccc1)NC(=O)Cc1csc(Nc2ccc(S(C)(=O)=O)cc2)n1 (configuration not stated)
-5	i	0.1	COCCn1c(N2CCN(Cc3ccc(F)cc3)CC2)nc2c1c(=O)[nH]c(=O)n2C
50	i	0.062	CCOC(CNC(=O)C(=O)Nc1ccc2c(c1)N(S(C)(=O)=O)CCC2)OCC
29	i	0.052	COc1ccc(C)cc1S(=O)(=O)N1CCN(c2ccc(-c3ccco3)nn2)CC1
66	i	0.14	CCN1CC(c2nc3ccccc3n2Cc2ccc(Cl)c(Cl)c2)CC1=O (configuration not stated)
47	i	0.16	COc1ccc(NC(=O)CSc2nc3ccccc3nc2N2CCOCC2)cc1
85	i	0.13	O=C(c1nc(-c2cnccn2)no1)N1CCN(C2CCCCC2)CC1
30	i	0.073	CCOc1ccc(C(=O)N2CCC3(CC2)NC(=O)N(CCc2ccccc2)C3=O)cc1
56	i	0.092	COC(=O)C1=C(CS(=O)(=O)c2ccc(C)cc2)NC(=O)NC1c1ccc(Cl)cc1 (configuration not stated)
32	i	0.061	Cc1ccc(N2CC(C(=O)NCC3CCN(S(=O)(=O)C4CC4)CC3)CC2=O)cc1C (configuration not stated)
96	i	0.1	O=C(NCc1ccccc1)C(=O)NCC(c1cccs1)N1CCOCC1 (configuration not stated)
52	i	0.048	O=C(c1ccc(Cl)cc1)N(CCN1CCOCC1)c1nc2c(F)cc(F)cc2s1
81	i	0.1	Cc1ccccc1OCC(=O)N1CCC(c2ccsc2)CC1
36	i	0.062	Cn1c(=O)[nH]c(=O)c2c1nc(Nc1ccc(Cl)cc1Cl)n2CC(=O)O
67	i	0.12	Cc1ccccc1N1CCCn2c1nc1c2c(=O)n(CC(=O)OCc2ccccc2)c(=O)n1C
63	i	0.1	O=C(Nc1ccc(N2CCCC2=O)cc1)c1ccccc1C(F)(F)F
38	i	0.054	CCN1CCN(C(=O)c2cc3c(=O)n4cccc(C)c4nc3n2Cc2ccccc2)CC1
51	i	0.073	Cc1cc(NC(=O)CSc2nc(=O)n(CC3CCCO3)c3c2CCCC3)on1 (configuration not stated)
44	i	0.1	CN1CCc2nc(NC(=O)c3cc4ccccc4o3)sc2C1
20	i	0.063	COc1ccc(OC)c(N2CCn3c2nc2c3c(=O)n(Cc3ccc(C)cc3)c(=O)n2C)c1
